# From PubChem
# APJ antagonist: antagonists of human APJ apelin receptor | P35414 | CHO-K1 APJ beta-arrestin complementation, luminescence | inhibition, % at 20 µM | hit rate 0.32% among 330,000;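 active = inhibition above about 40% at 20 µM, limit read from the data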;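 note: cells challenged with 10 nM apelin-13 agonist together with compound; plate controls were apelin-13 plus DMSO wells for no effect and DMSO wells lacking apelin-13 for full effect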
# UPR CHOP act: apoptotic UPR (CHOP) activation. CHO-CHOP luciferase reporter, luminescence; percent of tunicamycin response over DMSO baseline. activation, % at 10 µM. hit rate 0.34% among 330,000;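 active = at 10 µM dose, activation of 40% or more, normalized to positive control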;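 note: 100% = tunicamycin at 10 µg/mL and 0% = DMSO alone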
#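 Evaluation: % reporter activation, DMSO baseline versus tunicamycin full activation; System: CHO-CHOP luciferase reporter cell line; Input: 500 cells/well; Incubation: 6 h compound treatment, 37 °C; Measured by: Steady-Glo luciferase luminescence; Dosing: one dose, 10 µM in 0.5% DMSO; Buffer or medium: F12 medium, 10% FBS; Benchmarks: positive tunicamycin 10 µg/mL, negative DMSO alone.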
# Mdm2-MdmX inh: human Mdm2/MdmX binding inhibition | AID 485346 | hit rate 3% among 330,000 | O15151+Q00987 | inhibition, % at 8 µM | SaOS-2 split-luciferase Mdm2/MdmX complementation, luminescence;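 active = inhibition of at least 50% at 8 µM in the primary screen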
# Target sequence (O15151 whole entry, looked up): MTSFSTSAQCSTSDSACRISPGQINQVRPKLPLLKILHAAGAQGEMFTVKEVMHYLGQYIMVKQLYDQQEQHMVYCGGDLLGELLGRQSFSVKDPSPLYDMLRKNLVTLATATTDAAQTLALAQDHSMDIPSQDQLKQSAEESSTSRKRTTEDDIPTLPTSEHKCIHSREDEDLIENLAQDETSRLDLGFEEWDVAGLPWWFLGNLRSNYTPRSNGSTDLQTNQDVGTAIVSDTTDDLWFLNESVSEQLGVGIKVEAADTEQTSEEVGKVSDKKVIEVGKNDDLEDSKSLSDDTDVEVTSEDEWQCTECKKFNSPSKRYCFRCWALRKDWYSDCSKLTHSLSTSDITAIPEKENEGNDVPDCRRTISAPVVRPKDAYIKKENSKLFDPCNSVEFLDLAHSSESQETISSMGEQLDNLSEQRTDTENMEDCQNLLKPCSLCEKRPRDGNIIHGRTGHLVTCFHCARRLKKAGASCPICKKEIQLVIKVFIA
# Target sequence (Q00987 whole entry, looked up): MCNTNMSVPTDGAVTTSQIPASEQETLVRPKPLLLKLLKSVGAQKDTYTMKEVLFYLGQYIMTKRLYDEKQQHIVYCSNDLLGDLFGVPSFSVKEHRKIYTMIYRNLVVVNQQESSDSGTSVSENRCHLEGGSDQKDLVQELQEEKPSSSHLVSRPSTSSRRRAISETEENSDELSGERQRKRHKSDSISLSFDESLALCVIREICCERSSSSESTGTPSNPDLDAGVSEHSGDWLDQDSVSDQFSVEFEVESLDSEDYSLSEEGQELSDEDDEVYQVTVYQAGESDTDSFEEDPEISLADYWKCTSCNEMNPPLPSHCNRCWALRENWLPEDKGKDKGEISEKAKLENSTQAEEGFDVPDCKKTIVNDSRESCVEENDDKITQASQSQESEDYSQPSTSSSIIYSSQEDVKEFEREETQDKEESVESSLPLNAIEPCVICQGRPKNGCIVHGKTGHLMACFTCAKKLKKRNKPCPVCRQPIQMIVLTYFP
# tim23-1 inh: tim23-1 yeast growth inhibition; S. cerevisiae tim23-1 growth, BacTiter-Glo luminescence, 24 h; inhibition, % at 20 µM; hit rate 1.3% among 330,000; AID 463212;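 active = growth inhibition of the mutant yeast at or above 50%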;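 note: temperature-sensitive mutant grown at 25 °C; plate controls were DMSO-treated mutant yeast for no effect and medium wells lacking yeast for full effect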
# Jurkat NFkB inh: lowers PMA/ionomycin-induced NF-kB signal in Jurkat cells; PMA/ionomycin-induced NF-kB luciferase reporter, luminescence; hit rate 0.53% among 330,000; inhibition, % at 4 µM; AID 435003; in the data active = inhibition above about 50%
# XBP1 UPR activ: activators of adaptive arm of unfolded protein response (XBP1). CHO-XBP1 luciferase reporter, IRE1-XBP1 UPR activation, luminescence; percent of tunicamycin response, DMSO as zero. activation, % at 20 µM. hit rate 0.33% among 330,000. AID 463104;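 active = versus positive control, 20 µM dose yields 30% or more activation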;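 note: 100% = tunicamycin at 10 µg/mL and 0% = DMSO only wells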
#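 Material – CHO cell line with stable XBP1 luciferase reporter · Buffer or medium – F12 plus 10% FBS · Compound – single point, 20 µM final compound, 1% DMSO · Schedule – 16-18 h cell attachment at 37 °C, then 6 h compound exposure · Signal – Steady-Glo luminescence read · Benchmarks – high control tunicamycin 10 µg/mL final, low control DMSO vehicle only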
# 697 NFkB inh: inhibitors of the PMA/ionomycin-induced NF-kB reporter in 697 B cells; 697 B-cell NF-kB luciferase reporter, 16 h; inhibition, % at 4 µM; hit rate 0.33% among 330,000; AID 435022; in the data active = inhibition above about 35%
# APJ agonist: APJ receptor agonism | P35414 | CHO-K1 APJ PathHunter beta-arrestin, luminescence; 0% DMSO wells, 100% apelin | activation, % at 20 µM | hit rate 0.11% among 330,000 | AID 2520;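 active = activation more than six SD over the plate average, tested at 20 µM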;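 note: 0% = DMSO alone and 100% = apelin-13 at 10 nM; some results filed as inactive read as strong as hits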
#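 Material: engineered CHO-K1 APJ arrestin reporter cells; amount: 1000 CHO-K1 reporter cells seeded per well; incubation: compound stimulation 90 min at 25 °C, detection 60 min; signal: luminescent beta-gal fragment complementation, chemiluminescent substrate; read-out basis: APJ agonist activity; controls: DMSO-only wells as negative, 10 nM Apelin-13 as positive control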
# The depositor's hits bear a star.
# Preview (3 entries):
SMILES,APJ antagonist,UPR CHOP act,Mdm2-MdmX inh,tim23-1 inh,Jurkat NFkB inh,XBP1 UPR activ,697 NFkB inh,APJ agonist
COCC1CCCN(C(=O)c2ccc3oc(CCCc4ccccc4)nc3c2)C1 (stereo not given),6,1.7,-13,16,-7,-5,-14,-6
COc1cc2c(cc1OC)C(C)N(S(=O)(=O)c1cnc(Cl)c(Cl)c1)CC2 (stereo not given),-24,3.2,81*,39,15,29,17,8
COc1ccc(CCC(=O)NCc2ccccc2Cl)cc1OC,13,0.2,-2,15,-7,-2,10,-4

# Results, previewed entries included:
SMILES,APJ antagonist,UPR CHOP act,Mdm2-MdmX inh,tim23-1 inh,Jurkat NFkB inh,XBP1 UPR activ,697 NFkB inh,APJ agonist
COCC1CCCN(C(=O)c2ccc3oc(CCCc4ccccc4)nc3c2)C1 (stereo not given),6,1.7,-13,16,-7,-5,-14,-6
COc1cc2c(cc1OC)C(C)N(S(=O)(=O)c1cnc(Cl)c(Cl)c1)CC2 (stereo not given),-24,3.2,81*,39,15,29,17,8
COc1ccc(CCC(=O)NCc2ccccc2Cl)cc1OC,13,0.2,-2,15,-7,-2,10,-4
Cc1ccc(/C=C2\SC(=S)N(CCC(=O)NNC(=O)c3ccncc3)C2=O)cc1,17,0.0,19,10,-5,1,44*,-2
Cc1cc(C(=O)N(C)CC(=O)Nc2ccc(F)c(F)c2F)no1,11,-1.7,22,-7,12,1,-19,-4
CCCCN(C(=O)C1CCCC1)C1CCS(=O)(=O)C1 (stereo not given),-20,0.3,-14,14,-2,-3,3,-1
COc1cc(NC(=O)Cc2ccc(S(=O)(=O)N3CCOCC3)s2)c(OC)cc1Cl,-2,-1.9,20,24,5,-3,-8,12
COc1ccccc1CNC(=O)c1c(O)c2cc(OC)c(OC)cc2[nH]c1=O,-2,-0.7,-9,8,-9,-2,-1,9
CCOc1ccc(NC(=O)Nc2nnc(CC)s2)cc1,10,4.1,10,-17,-40,-3,-33,-2
Cc1cccc(-c2nc(CC(=O)Nc3cccc(S(=O)(=O)NC4=NCCC4)c3)cs2)c1,-8,1.6,-10,6,0,2,4,-3
N#Cc1cc(C(=O)c2cc(Br)ccc2O)cn(C2CC2)c1=O,-33,-0.2,10,23,-13,-1,3,-1
COc1ccc(C(=O)COC(=O)Cc2c[nH]c3ccccc23)c(OC)c1,-4,1.0,13,23,12,-4,18,4
CCOc1ncccc1C(=O)OCC(=O)NCCCc1ccccc1,-2,-0.2,-11,8,29,-2,5,-3
C=CCc1c(C)nc(N)[nH]c1=O,14,0.1,-10,4,23,-2,18,2
Cc1ccc(C)c(NC(=O)C(CC(=O)O)C2CCCO2)c1 (stereo not given),-13,-1.5,-5,1,2,-5,-9,-2

# The final 4 records of the section above open the next one:
SMILES,APJ antagonist,UPR CHOP act,Mdm2-MdmX inh,tim23-1 inh,Jurkat NFkB inh,XBP1 UPR activ,697 NFkB inh,APJ agonist
COc1ccc(C(=O)COC(=O)Cc2c[nH]c3ccccc23)c(OC)c1,-4,1.0,13,23,12,-4,18,4
CCOc1ncccc1C(=O)OCC(=O)NCCCc1ccccc1,-2,-0.2,-11,8,29,-2,5,-3
C=CCc1c(C)nc(N)[nH]c1=O,14,0.1,-10,4,23,-2,18,2
Cc1ccc(C)c(NC(=O)C(CC(=O)O)C2CCCO2)c1 (stereo not given),-13,-1.5,-5,1,2,-5,-9,-2
CCOc1ccc(S(=O)(=O)N2CCCC(C(=O)NCc3ccncc3)C2)cc1C (stereo not given),-11,-2.6,25,21,0,4,5,2
CC(C)(C)c1ccc(C(=O)NNC(=O)c2cccc(-n3cnnn3)c2)cc1,3,0.7,8,8,1,-4,-8,-3
CCC/C(=C1/c2ccccc2C(=O)N1c1ccccc1)c1cnc(OC)nc1,3,0.8,22,20,-11,-3,-11,-2
CCOc1ccc(/C=C(/NC(=O)c2ccccc2)C(=O)NCCC(=O)O)cc1,12,-2.0,-5,7,2,-2,12,-2
O=C1CCC([N+](=O)[O-])C(c2ccc(Cl)cc2)N1 (stereo not given),-6,-0.3,-4,-2,-14,1,0,-3
O=C(CS(=O)(=O)c1ccc(F)cc1)N1CCOCC1,-4,1.4,18,-9,10,-3,2,11
Fc1cccc(CNc2ncnc3ccc(-c4ccc5c(c4)OCO5)cc23)c1,-4,0.9,29,34,11,-1,-6,-4
Cc1ccc(-c2nc3ccccc3c(=O)o2)cc1,17,3.3,-6,4,-24,0,-112,-3
CC(=O)NS(=O)(=O)c1ccc(NS(=O)(=O)c2ccc(F)cc2)cc1,-1,-2.5,-7,-2,3,-4,3,-1
CC(C)Cc1cc(C(=O)Nc2ccc3c(c2)OCO3)no1,14,6.1,-141,12,-99,1,-1,-6
O=C(c1ccco1)N1CCC(c2nc3c(nnn3Cc3ccccc3Cl)c(=O)[nH]2)CC1,17,-0.7,32,2,13,-1,8,-1
CC(NC(=O)CN1CCOCC1)c1ccccc1 (stereo not given),3,1.4,3,12,5,-1,10,-5
CC(=O)Nc1ccc(NC(=O)CSc2nnc(NC(=O)c3ccc(Br)o3)s2)cc1,14,-0.8,21,17,-17,-3,6,-7
OC(COc1ccccc1)Cn1cc(Br)cn1 (stereo not given),-7,3.6,-23,2,-4,-1,5,1
CCOC(=O)c1cc(C(=O)OCC)c2ccccn2c1=O,15,-0.2,6,13,0,-1,11,-2
CC(=O)c1cccc(NC(=S)NC(=O)CC(C)C)c1,9,2.1,2,17,-25,4,-5,-5
C/C(=N/NC(=O)CN1CCN(S(=O)(=O)c2ccc(Br)cc2)CC1)c1cccnc1,-9,0.4,-25,2,9,3,3,-4
CC1=CC(C)(C)N(S(=O)(=O)c2ccc(F)cc2)c2ccccc21,4,-1.2,31,42,41,5,1,-4
COc1ccc(C(=O)Nc2nnc(SCC(=O)Nc3ccc(NC(C)=O)cc3)s2)c(OC)c1,12,0.0,-32,1,-207,-3,71*,11
O=C1CC(c2ccccc2)CC(O)=C1C=NCCCO (stereo not given),18,-0.9,16,2,7,-3,8,-1
OC(COc1ccccc1)CN1CCN(Cc2ccc3c(c2)OCO3)CC1 (stereo not given),7,0.9,-10,-10,13,-3,13,0
O=C(NCSc1ccnc(SCNC(=O)c2ccc(F)cc2)n1)c1ccc(F)cc1,15,-1.2,14,-29,3,0,8,-4
O=S(=O)(c1ccc2oc(=S)[nH]c2c1)N1CCOCC1,10,-0.6,-24,2,-2,-3,13,-4
CSc1ccc(CN(C)C(=O)c2cc(=O)[nH]c3ccccc23)cc1,-16,1.3,7,6,8,-4,5,-2
Cc1cc(C(=O)Nc2ccc(Nc3ccccc3)cc2)ccc1[N+](=O)[O-],6,0.8,24,-2,-38,-4,-63,1
Cc1cc(C(=O)N2CCc3ccccc3C2)on1,7,2.0,-5,-7,11,-2,4,5
CCOc1ccc(C(=O)Nc2c3c(nn2-c2cccc(Cl)c2)CS(=O)C3)cc1 (stereo not given),6,0.5,-2,11,11,-2,17,3
O=C(NNc1nc2ccccc2nc1C(F)(F)F)c1ccccc1,22,1.1,5,20,4,-5,-3,-5
CCOC(=O)CNC(=O)c1ccc(C#CC2(O)CCCCC2)cc1,0,-0.2,14,13,-12,2,16,-2
CC1(C)CC(=O)C=C(c2ccc(-c3ccccc3)cc2)C1,5,6.9,-93,19,-125,2,-129,-3
CC(=O)Nc1c(C(=O)NCc2ccccc2)nnn1Cc1ccccc1,-4,0.7,6,-3,-12,-2,-53,0
COc1ccc(C2CC(c3ccc(Cl)cc3Cl)Nc3nc(N)nn32)cc1 (stereo not given),25,-0.1,21,14,6,-1,10,-2
COc1ccc(N(CC(=O)NC2CCCC2)C(=O)Cn2nnc(-c3ccc(C)cc3)n2)cc1OC,15,-0.4,18,10,-1,0,14,1
CC(=O)Nc1cc2c(cc1NC(=O)Cn1nc(-c3ccccc3F)ccc1=O)OCCO2,-6,0.1,8,10,4,-3,18,-2
COc1ccc2cc(C)c3nnc(SCc4cccnc4)n3c2c1,40*,2.7,6,29,-10,2,8,-5
O=C(Cc1cccc2ccccc12)Nc1ccc(O)cc1C(=O)O,5,0.9,15,-5,12,-3,14,1
CCN1C(=O)c2cccc3c(S(=O)(=O)N(C(=O)c4ccncc4)c4ccc(OC)cc4)ccc1c23,-33,-0.4,5,52*,4,-7,18,1
COc1ccc(N2CC(C(=O)N[C@@H](C)C(=O)NC(C)c3ccccc3)CC2=O)cc1 (stereo not given in full),-2,0.4,-22,7,2,-2,7,6
CN(CCOc1ccc(Br)cc1)C(=O)CNC(=O)c1ccc2ccccc2c1,-16,0.9,9,24,-17,-2,0,7
CCN1CCC2(CC1)C(C#N)=C(N)Oc1c2sc2nc(C)cc(C)c12,-13,0.2,-14,9,-22,2,-20,4
Cc1c(C)c2ccc(OCC(=O)N3CCC[C@@H]3C(=O)O)c(C)c2oc1=O,-46,1.2,-22,20,3,-3,14,-1
N#CC1=C(N)OC2=C(CC/C2=C\c2ccc(F)cc2)C1c1ccc(F)cc1 (stereo not given),11,116*,35,17,3,6,0,-3
CCOc1ccc(NC(=O)Cn2nnc(C(=O)NCc3ccc4c(c3)OCO4)c2N)cc1,21,1.1,52*,-6,10,3,10,3
CCC(=O)Oc1ccc(-c2cnc3ccccc3n2)cc1,0,0.9,-114,26,-115,1,-139,1
COc1ccc(OC)c(CNC(=O)c2ccc(C)c(NC(=O)C3=C(C)OCCS3)c2)c1,12,-0.1,-1,10,27,-9,1,2
O=C(NC1CCCCC1)c1cc(N2C(=O)CCC2=O)ccc1Cl,-31,1.0,-5,2,-2,-5,-8,2
O=C(CCc1ccc(S(=O)(=O)NCc2ccccc2)cc1)NCC1CCCO1 (stereo not given),-6,0.8,11,10,0,-1,4,-2
COc1ccc(-c2csc3nc(-c4ccccc4F)oc(=O)c23)cc1OC,2,12,43,33,-16,3,-7,2
COCCSc1nnc(NS(=O)(=O)Cc2ccccc2)s1,14,-0.6,12,6,11,-3,5,-2
CCCOc1ccc(C2C(C(=O)c3cc4ccccc4o3)=C(O)C(=O)N2c2cc(C)on2)cc1 (stereo not given),6,1.8,27,11,-11,-2,14,-1
Cc1ccc(NC(=O)C2CCN(S(=O)(=O)c3cc([N+](=O)[O-])ccc3Cl)CC2)nc1,-7,7.1,71*,15,15,-3,2,9
O=C(CN1C(=O)c2ccccc2C1=O)N1CCCCC1,6,0.2,-7,5,-6,-1,9,0
COc1ccc(CNC(=O)c2ccc(Br)s2)cc1OC,9,0.7,8,-4,2,-4,-2,-4
COc1cc(NC(=O)COC(=O)CC2CC3CCC2C3)cc(OC)c1 (stereo not given),7,-1.3,-13,31,6,-3,14,0
COCCCn1c(SCC(=O)Nc2nnc(C)s2)nnc1-c1ccoc1C,-4,-0.1,-14,9,4,-1,-4,-5
CCOc1cc(N2CCOCC2)c(OCC)cc1NC(=O)COC(=O)c1cc2ccccc2cc1O,-12,-0.9,25,-8,-1,-4,-19,-4
Cc1ccccc1C(=O)N1CCN(c2ccccn2)CC1,8,-1.9,19,6,16,-1,17,-1
COc1ccc(Cn2nnc(C(=O)Nc3ccc(F)cc3)c2N)cc1,16,1.7,-18,1,9,1,-1,1
